# Source: PubChem
# HIV RNase H inh = HIV-1 RT RNase H inhibitors, primary screen, biochemical, fluorescence. RT-RNase H RNA/DNA duplex cleavage. inhibition, % at 10 µM. 65,000 tested, 1.9% active; in the data active = inhibition above about 50%
# RmlC RmlD mix = RmlC and RmlD coupled enzyme inhibitors, primary screen, biochemical, 384-well, compound mixtures, retest. AID 1532, 2009. 110,000 tested, 0.39% active. inhibition, % at 5.5 µM. RmlC/RmlD coupled enzyme inhibition, 384-well mixture HTS; in the data active = inhibition above about 30%, passing the limit was not always enough; inconclusive = no clear call, values can overlap the other calls; also: strong numbers were not always called active
# The depositor's hits bear a star; ? = inconclusive; nt = no result given. A portion of the library; the hit share may differ from the screen's.
SMILES,HIV RNase H inh,RmlC RmlD mix
OC(CN1CCOCC1)Cn1c(-c2cccc(Cl)c2)nc2ccccc21 (stereo not given),3,5
CN1CCC(N(C)C(=O)c2ccccc2Nc2ccc(SC(F)F)cc2)CC1,0,-12
CCCOc1ccc(N2C(=O)CC(N3CCC(O)(c4cccc(C(F)(F)F)c4)CC3)C2=O)cc1 (stereo not given),6,14
O=C(COC(=O)C12CC3CC(CC(C3)C1)C2)NCc1ccco1,17,-11
CCOC(=O)C1CCN(CC(=O)c2c(C)[nH]c3ccccc23)CC1,-1,-3
COc1cc2nc(C3CCC3)n(NC(=O)C3CCC(OC)CC3)c(=O)c2cc1OC (stereo not given),-4,-55
CCn1c(C)c(C(C)=O)c(N2CCN(c3ccc(F)cc3)CC2)nc1=S,nt,4
COc1ccc(-c2cc(-c3cccs3)c(C#N)c(SCC(=O)NCc3ccccc3OC)n2)cc1,nt,48
CN1CCN(C2=Nc3cc(F)ccc3Cc3ccccc32)CC1,nt,-12
CCC(C)n1c(SCC(=O)NC(=O)Nc2ccc3c(c2)OCCO3)nc2ccccc2c1=O (stereo not given),-8,9
Cc1nn(S(=O)(=O)N(C)C)c(C)c1CN1C(=O)c2ccccc2C1=O,-55,-15
O=C(NCc1ccco1)C1CCN(C(=O)c2cc3sccc3n2Cc2ccc(F)cc2)CC1,-5,-7
CCOC(=O)c1ccc(NC(=O)CSc2nnc(-c3ccncc3)n2C)cc1,-20,-14
COC(=O)c1ccccc1NC(=O)CC(NCc1ccccc1)C(=O)O (stereo not given),-10,-5
Cc1cc2nc(C)c(Cc3ccccc3)c(=O)n2[nH]1,-2,nt
CC1(C(=O)CSc2n[nH]c(-c3ccccc3Cl)n2)CCC(=O)O1 (stereo not given),-4,-6
CCc1nc2oc3ccccc3c(=O)c2c(=O)n1CCOC,-6,-14
Cc1noc(C)c1COC(=O)Cc1ccc(Cl)cc1,-71,-10
CCN1CCN(CNC(=O)c2cnccn2)CC1,0,-15
CCCCSc1nc2ccc(Nc3nc(N4CCOCC4)nc(N4CCOCC4)n3)cc2s1,nt,79
O=C(Oc1nsnc1N1CCOCC1)N(c1ccccc1)c1ccccc1,-4,-2
COc1ccc(-c2nc(SCc3ccccc3)n(S(C)(=O)=O)n2)cc1,nt,-4
O=C(O)CNC(=O)c1ccc(S(=O)(=O)N2CCOCC2)cc1,nt,-8
CSc1cccc(NC(=O)CN(C2CCCCC2)S(C)(=O)=O)c1,4,-12
CC(C)(C)C1=Nn2c(nnc2-c2ccccn2)SC1,64*,11

# Among those listed so far, 8 have a halogen.
SMILES,HIV RNase H inh,RmlC RmlD mix
OC(CN1CCOCC1)Cn1c(-c2cccc(Cl)c2)nc2ccccc21 (stereo not given),3,5
CN1CCC(N(C)C(=O)c2ccccc2Nc2ccc(SC(F)F)cc2)CC1,0,-12
CCCOc1ccc(N2C(=O)CC(N3CCC(O)(c4cccc(C(F)(F)F)c4)CC3)C2=O)cc1 (stereo not given),6,14
CCn1c(C)c(C(C)=O)c(N2CCN(c3ccc(F)cc3)CC2)nc1=S,nt,4
CN1CCN(C2=Nc3cc(F)ccc3Cc3ccccc32)CC1,nt,-12
O=C(NCc1ccco1)C1CCN(C(=O)c2cc3sccc3n2Cc2ccc(F)cc2)CC1,-5,-7
CC1(C(=O)CSc2n[nH]c(-c3ccccc3Cl)n2)CCC(=O)O1 (stereo not given),-4,-6
Cc1noc(C)c1COC(=O)Cc1ccc(Cl)cc1,-71,-10

# Next entries
SMILES,HIV RNase H inh,RmlC RmlD mix
Cc1cc(C)c(Cn2cnc(-c3ccc([N+](=O)[O-])cc3)c2)c(C)c1,nt,-12
CCCCc1cc(=O)oc2cc(OCC(=O)N3CCc4ccccc43)ccc12,nt,13
O=c1nc(-c2ccccc2)c2cc(Cl)ccc2[nH]1,-11,6
O=C(C1CCCO1)N1CCN(S(=O)(=O)c2ccccc2)CC1 (stereo not given),-2,6
CC(NC(=O)c1ccco1)C(c1cccs1)N1CCN(c2ccc(F)cc2)CC1 (stereo not given),3,-11
Cc1[nH]nc2c1C(c1ccc(OC(=O)c3ccco3)cc1)C(C#N)=C(N)O2 (stereo not given),-4,-13
CN1C=C(C(F)(F)F)C=C/C1=C(\C#N)c1nnc2n1CCCCC2,-2,6
COc1ccc(CCNc2nc(C)nc3c2oc2ccccc23)cc1OC,nt,-11
CCn1cc(C(=O)O)c(=O)c2cc(Br)ccc21,nt,-5
O=C(O)C1(NS(=O)(=O)c2ccc(Cl)cc2)CCCCC1,nt,-5
CCc1c(C)nc(Nc2nc(C)c3ccc(OC)cc3n2)[nH]c1=O,nt,-9
Cc1ccccc1-n1c(Cn2c(=O)sc3ccccc32)nnc1SCC(=O)N1CCCC1,-6,nt
O=c1oc2c(CN3CCCCC3)c(O)ccc2c2c1CCCCC2,6,nt
COc1c(F)c(F)c(C(=O)Nc2ccc(NC(=O)c3ccco3)cc2)c(F)c1F,7,7
CN(C)c1cccc(-c2nnc(SCCCC#N)o2)c1,-4,-11
Cc1ccc(C2CC(C(F)(F)F)n3ncc(C(=O)NCc4ccco4)c3N2)cc1 (stereo not given),-12,-5
COC(C[C@@H](O)CC(=O)[C@H](C)OCc1ccccc1)OC,nt,5
O=C(NCc1ccccn1)c1cc(-n2cnnc2)ccc1Cl,-5,130
CCOC(=O)c1c(C(C)(C)C)oc2ccc(OCC#N)cc12,-62,-9
C=CCOc1c2ccc(C(=O)NCc3ccc(C)cc3)cc2nn1C,nt,-25
CCC(C)(C)NC(=O)C(c1ccncc1)N(Cc1cccs1)C(=O)Cn1nnc2ccccc21 (stereo not given),-3,11
CCOC(=O)Cc1cnc(NC(=O)c2ccccc2)s1,-2,-14
Cc1cc(NC(=O)CCC(=O)N(c2ccccc2)C2(C(=O)NC3CCCCC3)CCCC2)no1,11,nt
Cc1ccc(CNc2ncnc3cc(Cl)ccc23)o1,nt,0
C=CCOc1cccc(C2c3c(oc4ccc(F)cc4c3=O)C(=O)N2CCCN2CCOCC2)c1 (stereo not given),0,-11

# Other results.
SMILES,HIV RNase H inh,RmlC RmlD mix
O=C(N[C@H](CO)Cc1ccccc1)c1ccco1,nt,-11
COc1ccc(NC(=O)CSc2nnc(-c3ccccc3C)n2N)cc1,15,8
CCn1c(=NC(=O)c2ccc(N3C(=O)CCC3=O)cc2)sc2c(OC)ccc(OC)c21,56*,-16
O=C(Nc1ccc(NC(=O)C2CC2)nc1)c1ccncc1,10,-42
CC1(C(=O)NC2CCCC2)CCC(=O)N1Cc1cccs1 (stereo not given),14,8
O=c1oc(-c2cccc(Cl)c2)nc2c1cnn2-c1ccccc1,nt,-67
COc1ccc(-c2csc(N3CCN(C(=O)c4ccccc4)CC3)n2)cc1,nt,-9
CCOc1ccc(C(=O)Nc2ccccc2-c2ccccc2)cc1Cl,nt,-8
O=C1C=C(c2cccs2)CC(c2cccs2)C1n1cnc([N+](=O)[O-])c1 (stereo not given),nt,-9
COc1ccc(N=C2CCCN2CC(N)=O)cc1,-19,-11
CC(=O)c1c(C)cc(C)c(CSc2nc(C)cc(=O)[nH]2)c1C,-15,26
Cc1ccc2cc(S(=O)(=O)NCCC(=O)O)ccc2c1,nt,7
CN(C)c1ncc(S(=O)(=O)c2ccccc2)c(-c2ccccc2Cl)n1,nt,4
O=S(=O)(Nc1nc2ccccc2s1)c1ccc(Br)s1,23,-12
CN(c1ccc(C(=O)NCCSCc2ccco2)cc1)S(C)(=O)=O,-2,22
O=C(CNC(=O)Cn1ccc2ccccc2c1=O)NCCCN1CCCCCC1,-14,1
CCOc1ccc(-n2nc3ccc(NC(=O)c4ccc5c(c4)OCCO5)cc3n2)cc1,nt,6
CN(C)CCNC(CC(=O)Nc1ccc(Cl)c(Cl)c1)C(=O)O (stereo not given),-2,nt
COC(=O)C1=C(C)N(Cc2ccc(OC)c(OC)c2)C(=O)C1,nt,?
Cc1nc(NC(=O)c2cccc(Cl)c2)sc1-c1csc(Nc2cccc(Cl)c2)n1,nt,5
O=C(Nc1cccc2ccccc12)N1CCN(c2ccc(F)cc2)CC1,3,2
CN(C)CCCn1c(NCc2ccc3c(c2)OCO3)nc2ccccc21,nt,9
CCOC(=O)c1ccc(COC(=O)CNC(=O)CNC(=O)c2ccc(OC)cc2)o1,-8,-15
COc1ccc(-n2nnnc2SCC(=O)Nc2nnn(C)n2)cc1,nt,-8
CC(=O)OCC1OC(c2ccccc2)C(OC(C)=O)C(OC(C)=O)C1OC(C)=O (stereo not given),0,3

# Rewritten as tab-separated lines: five of the compounds above
molecule	HIV RNase H inh	RmlC RmlD mix
CCc1nc2oc3ccccc3c(=O)c2c(=O)n1CCOC	-6	-14
Cc1noc(C)c1COC(=O)Cc1ccc(Cl)cc1	-71	-10
CCN1CCN(CNC(=O)c2cnccn2)CC1	0	-15
CCCCSc1nc2ccc(Nc3nc(N4CCOCC4)nc(N4CCOCC4)n3)cc2s1	nt	79
O=C(Oc1nsnc1N1CCOCC1)N(c1ccccc1)c1ccccc1	-4	-2

# (more compounds)
SMILES,HIV RNase H inh,RmlC RmlD mix
O=C1c2ccccc2C(Nc2ccc(F)cc2F)N1CCN1CCOCC1 (stereo not given),-1,-18
Cn1c(CCNC(=O)C(C)(C)C)nc2ccccc21,-9,-1
CC(O)Cc1cn([C@@H](CCCCNC(=O)OC(C)(C)C)C(=O)N2CCN(C(=O)OC(C)(C)C)CC2)nn1 (stereo not given in full),nt,-11
Cc1ccc(-c2nn(C)c(=O)c3ccccc23)cc1CNC(=O)/C=C/c1ccccc1,nt,-8
Cn1c(SCC#N)nnc1-c1ccc2c(c1)OCO2,nt,8
COc1cc(S(=O)(=O)NCc2ccccc2)ccc1F,-10,-6
O=C(O)C1CCC(=O)N1Cc1ccc(F)cc1 (stereo not given),nt,3
Cc1c(N=C/C=C/c2ccccc2)cnn1C,-2,12
Cc1c(C(=O)N2CC3(CC(c4cccc(NC(=O)[C@H]5CCC(=O)N5)c4)=NO3)C[C@@H]2C(N)=O)cc([N+](=O)[O-])cc1[N+](=O)[O-] (stereo not given in full),nt,7
COc1ccc(C(c2nnnn2C(C)(C)C)N2CCN(c3nc4ccccc4s3)CC2)cc1 (stereo not given),-4,51
COc1ccc(OC)c(NC(=O)CSc2nnnn2-c2ccccc2F)c1,-23,-10
CO/N=C/NC(=O)c1c(OC)ccnc1Oc1ccc(Cl)cc1,nt,8
CCOC(=O)C1(S(=O)(=O)c2ccccc2)CCN(Cc2ccc(Cl)cc2)CC1,nt,-9
Cc1cc(C)n(-c2nc3ccccc3[nH]c2=O)n1,-6,-7
Cn1c(COc2ccccc2)nnc1SCC(=O)NCc1ccccc1,-20,16
Cc1ccc(C(=O)NNC(=O)C2CCN(c3nc(C)cc(C)n3)CC2)cc1,nt,-4
N#C/C(C(=O)c1ccccc1)=C1/CCCN1,-9,-1
CCCc1nc2oc3c(NCCN(C)C)ncnc3c2c2c1CCCC2,-1,12
CCCc1ccc(/C=C2\C(=O)c3ccccc3C(O)=C2C(=O)OCC)cc1,nt,6
Cc1noc(C)c1S(=O)(=O)N1CCCC(C(=O)Nc2nccs2)C1 (stereo not given),-10,15
CCOc1ccc(Br)cc1/C=N/NC(=O)c1ccncc1,nt,12
COC(=O)C1(c2ccccc2)NC(c2cccs2)C2C(=O)N(C)C(=O)C21 (stereo not given),5,-8
Cc1ccc(Cn2ccc(NC(=O)c3cc(-c4ccc(Cl)cc4)on3)n2)cc1,-5,-2
O=C(O)CCN1C(=O)/C(=C\c2ccc(-c3nc4ccccc4s3)o2)SC1=S,nt,37
CCN1C(=O)C2(C(C#N)=C(N)Oc3n[nH]c(C(C)C)c32)c2ccccc21 (stereo not given),1,1

# Some of the entries so far, tab-delimited:
compound	HIV RNase H inh	RmlC RmlD mix
Cc1ccc(Cn2ccc(NC(=O)c3cc(-c4ccc(Cl)cc4)on3)n2)cc1	-5	-2
O=C(O)CCN1C(=O)/C(=C\c2ccc(-c3nc4ccccc4s3)o2)SC1=S	nt	37

# Further entries follow:
SMILES,HIV RNase H inh,RmlC RmlD mix
CCOC(=O)CSC1=NC(=O)CS1,6,-12
COC(=O)CCCC(=O)Nc1ccc(Cl)c(Cl)c1,-12,-11
O=C(Nc1cccc(C(F)(F)F)c1)N1CCN(C(=O)Nc2cccc(C(F)(F)F)c2)CC1,nt,0
c1cncc(-c2csc(NCc3ccco3)n2)c1,-11,4
CCOC(=O)c1c(-c2cccc([N+](=O)[O-])c2)csc1NC(=O)CCCOc1ccccc1OC,nt,10
O=C1CN(C(=O)CCCc2c[nH]c3ccccc23)c2ccccc2N1,-48,-8
O=C(c1cc(-n2cnnc2)ccc1Cl)N1CCN(c2nc(-c3ccccc3)cs2)CC1,-14,nt
CC1=C(C)CC(C(=O)N2CCN(Cc3ccccc3)CC2)C(C(=O)O)C1 (stereo not given),-10,-9
COc1ccc(Nc2ncc(C(=O)N3CCN(Cc4ccccc4)CC3)c3ccccc23)cc1,nt,21
COC(=O)CN(n1cnnc1)S(=O)(=O)c1ccc(C)cc1,-7,12
O=C(NCc1ccc(Cl)cc1)c1cnccn1,nt,-12
CCOc1ccc(NS(=O)(=O)c2ccc(OCC(=O)N3CCCC3)cc2)cc1,-3,-1
COc1cccc2c1C(=O)c1c(O)c3c(c(O)c1C2=O)C[C@@](O)(C(C)=O)C[C@@H]3O[C@H]1C[C@H](N)[C@H](O)[C@H](C)O1,-24,nt
CCOC(=O)c1[nH]c2cc3c(cc2c1NC(=O)CN1CC(C)CC(C)C1)OCO3 (stereo not given),10,nt
C=CCn1cnc2c(c1=O)c1nc3ccccc3nc1n2Cc1ccccc1,9,nt
Brc1ccc(Oc2ncc(CN3CCN(c4ccccc4)CC3)s2)cc1,nt,6
COCc1cc(C)nc(Nc2ccc(C)cc2C)c1C#N,0,-7
O=C(CCCN1CCOCC1)c1ccc2c(c1)OCCO2,-2,-5
CCOC(=O)C[C@H]1c2ccc(C(F)(F)F)cc2S(=O)(=O)N1c1ccccc1,nt,-16
Cc1ccc(C)c(C(=O)CC2(O)C(=O)N(C)c3ccccc32)c1 (stereo not given),-7,-2
CCOc1nc(N(C)C)nc(-n2nnc(C(C)=O)c2C)n1,-7,1
COc1ccc(C2NC(=O)c3ccccc3O2)c(OC)c1OC (stereo not given),-17,8
Cc1ccc(C(=O)COC(=O)CCC(=O)NC2CCCCC2)cc1C,nt,-11
Cc1nn(C)c(C)c1S(=O)(=O)N1CCc2ccccc21,-21,0
